# SIAE inh – human SIAE inhibitors, primary screen, biochemical, fluorescence polarization, FP-Rh probe, 1536-well HTS; Sialate O-acetylesterase (Homo sapiens), Q9HAT2; SIAE FP-Rh probe binding; inhibition, % at 9.66 µM; hit rate 0.69% among 370,000; AID 1053197, 2014;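 active = inhibition above a cutoff: mean of compounds within the control limits plus 3 SD of those, cut at about 17% in these data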;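 note: 0% = plate median of compound wells and 100% = probe without SIAE protein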
# Target sequence (Q9HAT2 whole entry, looked up): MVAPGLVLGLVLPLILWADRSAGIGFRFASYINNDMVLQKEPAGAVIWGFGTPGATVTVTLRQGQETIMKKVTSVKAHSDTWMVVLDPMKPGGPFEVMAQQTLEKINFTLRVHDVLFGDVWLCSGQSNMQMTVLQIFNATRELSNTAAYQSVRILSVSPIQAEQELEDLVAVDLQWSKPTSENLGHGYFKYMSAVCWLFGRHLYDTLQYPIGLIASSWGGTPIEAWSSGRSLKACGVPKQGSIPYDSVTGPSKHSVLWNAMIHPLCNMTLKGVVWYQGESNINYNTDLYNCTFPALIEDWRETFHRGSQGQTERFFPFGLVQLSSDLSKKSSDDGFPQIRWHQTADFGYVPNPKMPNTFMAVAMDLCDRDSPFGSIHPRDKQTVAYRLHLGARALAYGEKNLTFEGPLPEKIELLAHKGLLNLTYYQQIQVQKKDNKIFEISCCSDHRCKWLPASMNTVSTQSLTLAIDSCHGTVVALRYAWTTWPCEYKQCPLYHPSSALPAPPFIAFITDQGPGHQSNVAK
# HTRA1 inh – HTRA1 serine protease inhibitors, primary screen, biochemical, fluorescence polarization, HTS; hit rate 0.5% among 340,000; AID 504803, 2011; inhibition, % at 5.96 µM; Q92743; recombinant HTRA1, FP-rhodamine activity-based probe; in the data active = inhibition above about 36%;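 note: 0% = enzyme with DMSO and 100% = wells lacking enzyme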
# mABHD4 FP – ABHD4 inhibitors, primary screen, biochemical, fluorescence polarization, mouse; (Lyso)-N-acylphosphatidylethanolamine lipase (Mus musculus), Q8VD66; purified mABHD4, FP-Rh probe fluorescence polarization; inhibition, % at 8.92 µM; hit rate 0.54% among 370,000;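 active = inhibition exceeding the mean over every tested compound plus 3 SD, cut at about 30% in these data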;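 note: 0% = plate median of compound wells and 100% = S159A mutant with DMSO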
#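 system = mouse ABHD4 enzyme, wild type | medium = HEPES pH 7.0, NaCl, Pluronic buffer | also added = FP-Rh probe | incubation = Enzyme–compound pre-incubation 45 min, then probe 60 min, both 25 °C | technique = fluorescence polarization, excitation 525 nm, emission 598 nm, BODIPY TMR filters | controls = S159A mutant high control, sample median low control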
# TDP2 inh – human TDP2 enzyme inhibitors, primary screen, biochemical, epi absorbance, recombinant enzyme; T5PNP hydrolysis, p-nitrophenol absorbance 415 nm; hit rate 0.34% among 370,000; inhibition, % at 12.8 µM; Tyrosyl-DNA phosphodiesterase 2 (Homo sapiens), O95551;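 active = inhibition above the mean of all tested compounds plus 3 SD, set per campaign, cut at about 25% in these data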;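 note: 0% = DMSO with enzyme and 100% = buffer with substrate but no TDP2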
#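 System – recombinant human TDP2 · Quantity – TDP2 enzyme at 120 nM final · Doses – single concentration, 12.8 µM nominal, with 1% DMSO · Incubation – 2 h at 37 °C · Measured by – epi absorbance of p-nitrophenol freed from T5PNP by hydrolysis · Read-out – % inhibition relative to enzyme-containing and enzyme-free wells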
# PRMT1 FP inh – PRMT1 methyltransferase inhibitors, primary screen, biochemical, fluorescence polarization. Protein arginine N-methyltransferase 1 (Homo sapiens), Q99873. recombinant PRMT1, activity-based probe fluorescence polarization. inhibition, % at 2.79 µM. hit rate 1.3% among 370,000. AID 652257, 2013;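 active = inhibition above about 21% made by adding two undisclosed values, limit read from the data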
# NR1D1 modulator – modulators of Rev-erb alpha DNA binding, primary screen, biochemical, FITC-DNA, fluorescence polarization, uHTS. Nuclear receptor subfamily 1 group D member 1 (Homo sapiens), P20393. Rev-erbα–FITC-DNA binding, 90 min. activity, % at 10 µM. hit rate 0.79% among 370,000. AID 1259318, 2017;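 active = activity above about 14%, limit read from the data; passing the limit was not always enough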;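 note: 0% = DMSO wells with 35 nM protein and 100% = DMSO wells with 750 nM protein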
# Target sequence (P20393 whole entry, looked up): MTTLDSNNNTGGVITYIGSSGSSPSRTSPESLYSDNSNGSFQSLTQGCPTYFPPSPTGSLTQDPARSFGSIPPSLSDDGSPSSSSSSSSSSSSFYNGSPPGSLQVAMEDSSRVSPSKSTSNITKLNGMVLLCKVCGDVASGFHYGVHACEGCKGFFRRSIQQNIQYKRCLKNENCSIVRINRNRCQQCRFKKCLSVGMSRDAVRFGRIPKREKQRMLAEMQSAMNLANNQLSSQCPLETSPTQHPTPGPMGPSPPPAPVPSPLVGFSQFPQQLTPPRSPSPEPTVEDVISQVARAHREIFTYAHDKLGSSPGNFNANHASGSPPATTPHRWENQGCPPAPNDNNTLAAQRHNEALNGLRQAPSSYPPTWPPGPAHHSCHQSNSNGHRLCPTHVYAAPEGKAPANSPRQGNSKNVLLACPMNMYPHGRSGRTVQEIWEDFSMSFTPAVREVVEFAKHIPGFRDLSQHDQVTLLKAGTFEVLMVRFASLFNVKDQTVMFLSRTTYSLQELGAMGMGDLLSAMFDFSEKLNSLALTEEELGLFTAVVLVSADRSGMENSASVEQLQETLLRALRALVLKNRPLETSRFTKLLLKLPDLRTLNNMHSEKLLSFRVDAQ
# LEDGF integ inh – blockers of LEDGF/p75-dependent integrase strand transfer – biochemical, TR-FRET, high throughput, primary screen. HIV-1 integrase (with human LEDGF/p75). TR-FRET IN-LEDGF/p75 DNA integration, Eu/Cy5. inhibition, % at 3.7 µM. hit rate 0.64% among 370,000;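 active = inhibition above the screen-wide mean plus 3 SD, cut at about 13% in these data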;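 note: signal is the Cy5 over europium emission ratio at 671 and 618 nm; 0% = plate median of compound wells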
# PG9 binder – binders of HIV-1 gp120 antibody PG9, primary screen, biochemical, TR-FRET; TR-FRET gp120-PG9 antibody binding; inhibition, % at 6.7 µM; hit rate 0.43% among 360,000; in the data active = inhibition above about 8.5%
# TCR-CD3 inh – inhibitors of human TCR-CD3 interaction, primary screen, biochemical, fluorescence, TAMRA-labeled TCR probe; T-cell receptor (TCR); inhibition, % at 9.4 µM; hit rate 0.37% among 360,000; AID 651800, 2012; in the data active = inhibition above about 19%;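 note: recombinant mutant TCR 2C K166C tagged with TAMRA read by polarization; 0% = receptor in buffer alone and 100% = receptor with positive control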
# rCAG binder – binders of r(CAG) RNA repeats, primary screen, biochemical, fluorescence | r(CAG) RNA repeat, TO-PRO-1 dye displacement fluorescence | inhibition, % at 3 µM | hit rate 1.3% among 370,000 | AID 651821, 2012;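 active = inhibition above the plate cutoff, the mean of all test compounds on that plate plus 3 SD, cut at about 35% in these data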;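 note: 0% = DMSO alone and 100% = 100 µM mitoxantrone as full dye displacement; higher means more dye released from RNA so lower well fluorescence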
# * = called active by the depositor; x = not tested or not shown. A portion of the library; the hit share may differ from the screen's.
SMILES,SIAE inh,HTRA1 inh,mABHD4 FP,TDP2 inh,PRMT1 FP inh,NR1D1 modulator,LEDGF integ inh,PG9 binder,TCR-CD3 inh,rCAG binder
CCc1ccc(S(=O)(=O)N/N=C\c2ccc([N+](=O)[O-])o2)cc1,6,1,7,-7,14,-2,-4,-1.5,-1,5
O=C(NCc1ccc(-n2cccc2)cc1)c1cccc(F)c1,-7,-8,-13,-11,7,1,-2,-1.3,3,1
COc1ccc(/C=C(\NC(=O)c2ccccc2)C(=O)NNC(=O)CCN2CCOCC2)cc1,2,9,0,-4,2,-1,-1,0.9,-1,1
COc1cc(/C=N/NC(=O)CNC(=O)c2ccccc2)ccc1OC(=O)c1cccs1,-10,-9,-6,12,1,2,1,-1.0,1,0
Cc1ccc2c(CC(=O)Nc3nc(C)cs3)coc2c1,-3,-15,0,-2,-2,2,-2,-3.2,-3,4
C[C@H](O)[C@@H]1C(=O)N2CCc3ccc(N4CCN(C)CC4)cc3[C@@H]2C[C@@H]1N(C)C(=O)NC1CCCCC1,4,-2,5,-11,-1,-3,3,0.1,-1,0
COc1ccccc1Cc1c(-c2ccccc2)nc2c(C)cc(Br)cn12,-3,x,-19,-10,7,-3,-1,1.3,4,18
COc1ccc(OC)c2c(C)cc(N3CCN(C(=O)c4ccc(F)cc4)CC3)nc12,3,-1,3,-12,-2,-2,-9,-2.8,10,-7
Cc1ccc2c(c1)[nH]c1c(=O)n(Cc3ccco3)cnc12,4,-6,2,-3,6,-3,-3,-1.8,3,-3
Cc1cc(C(=O)Nc2ccccc2)c2ccccc2n1,2,1,-3,4,-1,0,-2,-0.9,7,0
O=C(NCCc1cn2ccsc2n1)c1cccs1,10,3,11,7,0,-4,-1,-0.5,0,4
Cc1ccc(CNC(=O)CCSCc2ccccc2C)cc1,0,-11,1,4,-3,-5,-5,1.9,8,-6
Cc1c(C(=O)N2CCN(c3ccc(F)cc3)CC2)oc2c1C(=O)CCC2,0,0,4,-7,3,-1,2,1.2,6,-4
Cc1ccc(C(=O)O)cc1NC(=S)NC(=O)c1ccc(-c2ccc(Cl)cc2)o1,-7,-6,1,-6,-3,-1,4,-1.8,6,4
Cc1[nH]nc2c1C(CC(C)C)C(C#N)=C(N)O2 (stereo not given),2,x,5,-2,-2,1,0,-1.4,7,1
CCCC[C@@H]1CC2=C(C(=O)OC(C)(C)O2)[C@@H](c2ccc(F)cc2)O1,-2,x,6,1,-2,8,1,-0.8,-6,-2
COc1cccc(C(=O)Nc2nnc(SCC(=O)NC3CC3)s2)c1,-2,10,1,2,-1,1,-2,-1.4,-1,1
c1cc2ccn(CC3CC3)c2cc1-c1ccc2ccn(CC3CC3)c2c1,-6,x,28,3,-1,-1,7,x,x,6
COc1ccc2nc(NC(=O)C3CCN(S(=O)(=O)c4cccs4)CC3)sc2c1,-11,-35,-19,6,-1,2,-1,-1.1,5,10
C=CCn1c(SCC(C)=O)nnc1-c1ccc2ncccc2c1,2,4,-2,8,0,-2,2,-0.9,-2,-2
Cc1nnc(NC(=O)CSc2nnc(-c3ccc(S(=O)(=O)N4CCCC4)cc3)n2C)s1,6,1,0,-9,-2,6,-1,0.3,0,8
CC(C)C(=O)NC(=S)Nc1ccc(CN2CCOCC2)cc1,-4,4,1,8,-1,2,-4,-0.6,-1,-6
Cc1ccc(-c2ocnc2C(=O)N2CCOCC2)cc1,1,6,-3,-1,-2,-3,-3,-2.6,1,0
COc1ccc(CCN2C(=NC(=O)C(C)C)SC3CS(=O)(=O)CC32)cc1 (stereo not given),-3,-6,-3,7,0,-3,-2,-0.8,0,-6
CCc1cccc(CC)c1NC(=O)CN1CCN(c2ccccc2)CC1,10,-2,10,9,1,3,0,-2.7,7,-8

# Ordered by molecular weight (smallest number first): part of the list above
SMILES,SIAE inh,HTRA1 inh,mABHD4 FP,TDP2 inh,PRMT1 FP inh,NR1D1 modulator,LEDGF integ inh,PG9 binder,TCR-CD3 inh,rCAG binder
Cc1[nH]nc2c1C(CC(C)C)C(C#N)=C(N)O2 (stereo not given),2,x,5,-2,-2,1,0,-1.4,7,1
CCc1ccc(S(=O)(=O)N/N=C\c2ccc([N+](=O)[O-])o2)cc1,6,1,7,-7,14,-2,-4,-1.5,-1,5
COc1cccc(C(=O)Nc2nnc(SCC(=O)NC3CC3)s2)c1,-2,10,1,2,-1,1,-2,-1.4,-1,1

# Other entries
SMILES,SIAE inh,HTRA1 inh,mABHD4 FP,TDP2 inh,PRMT1 FP inh,NR1D1 modulator,LEDGF integ inh,PG9 binder,TCR-CD3 inh,rCAG binder
Cn1c2ccccc2c2nnc(N/N=C/c3ccc(O)cc3)nc21,14,x,-2,-4,1,-28,-5,1.1,1,1
O=C(COC(=O)C1CCN(S(=O)(=O)c2cccs2)CC1)c1cc2ccccc2o1,-1,-15,-6,2,-1,1,-2,-1.4,7,1
Cc1ccc(OCC(=O)N(C)CC(=O)NCc2ccco2)c(Br)c1,-12,2,6,-4,6,9,2,-2.4,5,13
Cc1ccc(-c2nnn(CC(=O)N(CC(=O)NCC3CCCO3)c3ccc(F)c(Cl)c3)n2)o1 (stereo not given),3,-8,1,-4,0,6,0,0.3,-4,-2
COc1ccc(CN2CCNC(=O)C2CC(=O)N(C)Cc2ccncn2)c(OC)c1 (stereo not given),0,0,4,3,3,5,-3,-0.2,6,1
O=C(CN(c1cccc(Br)c1)S(=O)(=O)c1ccccc1)N/N=C/c1cc([N+](=O)[O-])ccc1O,15,x,4,-20,-2,0,1,-2.0,30*,77*
O=C(c1ccc(Cl)c(S(=O)(=O)N2CCc3ccccc32)c1)N1CCN(c2ccccc2O)CC1,2,-24,3,0,1,-4,1,-2.5,-5,11
COc1ccccc1-n1ccnc1SCC(=O)NCc1ccco1,5,4,1,2,1,9,2,-0.3,-1,1
Nc1c2c(nc3sc4c(c13)CCCCC4)CCCCC2,-9,-2,9,3,0,-14,0,1.8,6,1
COc1ccc(-c2nn(-c3ccccc3)cc2/C=C\C(=O)N2CCOCC2)cc1[N+](=O)[O-],0,-5,1,-5,-3,2,6,-1.7,7,13
O=C(O)c1c2cc(Br)ccc2nc2[nH]c(=O)[nH]c(=O)c12,1,2,-4,1,1,5,5,-0.2,9,1
CC(C)[N+](C)(C)CC(O)CN(c1ccccc1)c1ccccc1 (stereo not given),1,3,6,-14,-5,-8,0,-0.7,0,-4
Cc1nc(N2CCN(C)CC2)c2c(C)c(C(=O)Nc3ccc(C)c(F)c3)sc2n1,-12,-14,-10,-25,-7,1,8,-3.6,-1,-4
COCC(=O)N1CCCC(C(=O)c2ccc(Oc3ccccc3)cc2)C1 (stereo not given),0,-3,-6,2,3,3,-2,0.8,-5,-5
CCN(CC)S(=O)(=O)c1ccc(C(=O)NCCN2C(=O)S/C(=C\c3cccnc3)C2=O)cc1,-1,-4,9,-12,12,0,-1,0.3,-13,7
CC(/C=C/C=C/c1ccccc1)=N/NC(=O)c1ccc2c(c1)OCCO2,0,-1,0,-22,-2,2,2,-2.2,-8,2
CCOc1ccccc1N1CC(C(=O)NCCOc2ccccc2OC)CC1=O (stereo not given),-2,2,2,10,-2,-3,3,-0.6,5,-5
CC(=O)Nc1cccc(C(=O)OCC(=O)Nc2nnc(-c3ccccc3)o2)c1,-6,-1,7,7,2,-3,-2,1.0,0,15
CCCCNC(=O)CN1C(=O)C(CC)Oc2ccc(Cl)cc21 (stereo not given),1,2,2,7,-2,3,4,2.2,-2,-4
CC1(C(=O)OCC(=O)Nc2ccc(C(N)=O)cc2)CC1(Cl)Cl (stereo not given),2,2,-10,3,-4,4,5,-0.4,6,1
CC(C)OC(=O)c1cccc(C(=O)OCc2ccco2)n1,-2,2,2,1,5,4,1,0.8,1,-3
Cc1cc(C(=O)NC2CCCc3c2cnn3-c2ccc(C)c(C)c2)no1 (stereo not given),5,-14,-5,8,-3,1,-1,-1.4,6,-4
COc1cccc(OCC(=O)Nc2cc(NC(=O)COc3cccc(OC)c3)cc(C(=O)O)c2)c1,-11,-20,-31,2,-1,2,3,-1.2,11,55*
CN(C)/C=C/C=C1C(=O)CCCC1=O,5,3,2,-2,1,-4,-1,0.3,2,3
O=C(O)c1ccc2c(c1)CCCN2,-6,x,1,-9,4,-3,-1,-3.1,-10,-2
SMILES,SIAE inh,HTRA1 inh,mABHD4 FP,TDP2 inh,PRMT1 FP inh,NR1D1 modulator,LEDGF integ inh,PG9 binder,TCR-CD3 inh,rCAG binder
NS(=O)(=O)c1ccc(NS(=O)(=O)c2ccc(NC(=O)C3CC3)cc2)cc1,3,0,-2,13,-1,-3,0,-1.1,7,2
Cc1cc(C(F)F)n2ncc(C(=O)NCc3ccccc3F)c2n1,12,6,6,4,-2,0,3,-0.1,-1,0
COc1ccc(S(=O)(=O)N2C[C@H]3CON(C)[C@H]3C[C@H]2c2ccc(-c3cccc(F)c3)cc2)cc1,2,x,-5,8,1,-2,-1,-2.1,3,8
C=CCN1C(=O)c2ccc(C(=O)N(CC)CC(=O)Nc3cc(Cl)ccc3C)cc2C1=O,4,-6,0,23,0,2,1,-0.8,-2,-2
Cc1ccc(C(=O)Nc2ccccc2Sc2ccccc2)cc1,-7,-1,1,2,-1,-3,-4,-0.5,-4,-3
CC(C)OCCCNC(=O)c1ccc2c(=O)n(Cc3ccc4c(c3)OCO4)c(=S)[nH]c2c1,2,6,-13,-3,0,2,1,-0.9,0,-1
CC(C)C[C@@H](CN1CCC[C@H]1CN1C(=O)C(=O)NC[C@@H]1Cc1ccccc1)N1C[C@H](Cc2ccc(O)cc2)N(CCc2ccccc2)C(=O)C1=O,2,x,-4,-4,4,-2,1,0.6,-9,9
CCc1nn2c(NCCCO)cc(C)nc2c1-c1ccc(F)cc1,2,5,5,6,1,1,-3,-2.2,5,-2
CC(C)CC(OC(=O)c1cccs1)C(=O)NCc1cccs1 (stereo not given),2,-3,-8,-6,2,-2,1,-1.5,0,-4
Cc1ccc(S(=O)(=O)Nc2ccccn2)c(C)c1,1,0,6,-4,1,-3,-1,0.4,-3,1
CC(=O)Nc1ccc(-c2nnc(SCC(=O)Nc3ccc4c(c3)oc3ccccc34)n2C)cc1,-10,-20,-6,-6,4,-1,2,1.2,-7,17
O=C(NCc1ccccc1)/C(=C\c1ccccc1)NC(=O)c1ccco1,5,-2,7,18,3,1,-3,0.0,3,0
Cc1ccc(/C=N/NC(=O)c2ccc(Br)o2)s1,-4,3,13,4,2,1,-1,-1.8,6,2
Cc1ccc(CN2CCN(c3cccc4[nH]ccc34)CC2)cc1,4,0,0,-8,2,4,0,-0.5,8,15

# Screening data from PubChem.
